# HCV NS3 hel inh: blocks Hepatitis C virus NS3 helicase unwinding; AID 1800; actives 0.56% (n = 290,000); inhibition, % at 10.9 µM; NS3 helicase DNA unwinding, Cy5 molecular beacon fluorescence;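 active = inhibition above the mean of all tested compounds plus 3 SD, set per campaign, cut at about 35% in these data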;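 also: 0% = DMSO wells and 100% = thioflavine S control wells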
#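 System: HCV NS3 helicase fragment; control set: DMSO and thioflavine S; technique: Cy5 fluorescence at 0 and 60 min, beacon hairpin quenching; reagent: beacon DNA duplex substrate plus ATP; replicates: singlicate; schedule: 1 h reaction at 25 °C, ATP-initiated; medium: MOPS buffer pH 6.5 with MgCl2, DTT, Tween20, BSA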
# SUMO HTRF inh: inhibitors of human SUMOylation (UBC9); P63279; HTRF SUMOylation assay, SAE1/SAE2 + UBC9, in vitro; inhibition, % at 35 µM; actives 0.36% (n = 290,000); AID 2006; in the data active = inhibition above about 50%, passing the limit was not always enough; also: strong numbers were not always called active
# Target sequence (P63279 whole entry, looked up): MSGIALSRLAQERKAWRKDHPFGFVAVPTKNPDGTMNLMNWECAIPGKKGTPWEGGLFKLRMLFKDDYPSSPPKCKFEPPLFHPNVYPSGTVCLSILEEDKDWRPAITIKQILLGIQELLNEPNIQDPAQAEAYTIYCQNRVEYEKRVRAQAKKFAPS
# FID counter: fluorescent intercalator displacement, NS3 helicase counter-screen | DNA fluorescent intercalator displacement, fluorescence | inhibition, % at 7.9 µM | actives 0.17% (n = 290,000); in the data active = inhibition above about 37%;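 also: 0% = vehicle and 100% = reference compound; higher means more ethidium bromide displaced from hairpin DNA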
# NALP1 inh: blocks the NALP1 inflammasome reconstituted in yeast. S. cerevisiae NALP1/ASC/caspase-1 growth, X-gal OD620, 72 h. inhibition, % at 10 µM. actives 0.61% (n = 280,000); in the data active = inhibition mostly above about 24%, no sharp cut-off; inactive = mostly below about 32%; also: some compounds called inactive have numbers as strong as hits
# IMP-1 inhibitor: blocks Pseudomonas aeruginosa IMP-1 metallo-beta-lactamase. inhibition, % at 5.6 µM. actives 0.45% (n = 290,000). AID 1556. purified IMP-1, nitrocefin hydrolysis, epi-absorbance fluorescence;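 active = inhibition above the mean plus 3 SD of all compounds in the same screening run, cut at about 4.5% in these data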;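 also: 0% = IMP-1 with DMSO and 100% = DMSO wells lacking enzyme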
#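 System: Purified IMP-1 | Read-out basis: Percent enzyme inhibition | Controls: IMP-1 with DMSO as 0%, enzyme-free DMSO as 100% | Replicates: One well per compound | Doses: 5.6 µM nominal single concentration | Detection: Epi-absorbance fluorescence, 480 nm excitation, 530 nm emission | Incubation: 25 °C, 15 min preincubation, 25 min reaction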
# VIM-2 inh: blocks Pseudomonas aeruginosa VIM-2 metallo-beta-lactamase. purified VIM-2, nitrocefin hydrolysis, epi-absorbance fluorescence. inhibition, % at 5.6 µM. actives 0.89% (n = 290,000);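 active = inhibition above the mean of all tested compounds plus 3 SD, cutoff set per screening run, cut at about 7.5% in these data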;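 also: red hydrolysis product quenches plate fluorescence so inhibitors raise well fluorescence; 0% = enzyme with DMSO and 100% = DMSO without enzyme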
# PfM18AAP inh: blocks P. falciparum M18 aspartyl aminopeptidase | recombinant PfM18AAP, H-Glu-NHMec fluorogenic cleavage | inhibition, % at 7.35 µM | actives 1.2% (n = 290,000) | AID 1822;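 active = inhibition above the campaign mean inhibition over all tested compounds plus 3 SD, cut at about 28% in these data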;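 also: 0% = plate median of test compound wells and 100% = 2 mM ZnCl2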
# MEKK2mut PB1 HTS: signal of MEK5 binding to mutant human MEKK2 PB1 domain; bead flow cytometry, Alexa488-MEK5 binding to MEKK2 mutant; percent response, % at 10 µM; actives 0.35% (n = 290,000); AID 1530; in the data active = percent response above about 24%, passing the limit was not always enough; also: inactives centre near 1; some results filed as inactive read as strong as hits
# MEKK2 WT-MEK5: raises or lowers MEK5 binding to wildtype human MEKK2 PB1 domain; bead flow cytometry, Alexa488-MEK5 binding to MEKK2 WT; actives lie on both sides; binding response (% of control), % at 10 µM; actives 1.1% (n = 290,000); AID 1531; in the data active = binding response below about 67% or above about 130%
# An asterisk follows results filed as active; · = not tested or not shown. Not a hit list; any-hit rate near 4.7%.
SMILES,HCV NS3 hel inh,SUMO HTRF inh,FID counter,NALP1 inh,IMP-1 inhibitor,VIM-2 inh,PfM18AAP inh,MEKK2mut PB1 HTS,MEKK2 WT-MEK5
CC1CC(O)C(C)CN1 (stereo not drawn),-1,17,-5,21,0.1,-0.5,-20,8,97
C=CCc1cccc2cc(C(=O)NC3CCCC3)c(=O)oc12,2,-2,-18,7,-3.7,2.3,8,0,99
CCOC(=O)NC(=O)c1cn(Nc2ccccc2)c(=O)[nH]c1=O,1,20,-1,13,-0.9,-1.5,1,-2,98
COc1cc(NC(=O)CSc2nc3ccccc3cc2C)c(C(=O)O)cc1OC,-8,-5,-37,8,-2.0,-0.7,11,-1,98
CCOc1ccccc1NC(=O)C1CCN(C(=O)Cc2ccccc2)CC1,0,9,-21,6,-3.4,-3.1,-11,0,99
O=C(O)c1ccccc1C(=O)NCc1ccc(F)cc1,-7,8,4,2,-0.2,1.7,-21,1,102
CC12CCC(C(=O)N(Cc3ccccc3)Cc3ccccc3)(OC1=O)C2(C)C (stereo not drawn),-1,-12,-23,4,-0.7,-1.6,-8,3,102
C=C1CC2C=C(NC(C)=O)CC(C1)C2 (stereo not drawn),7,5,3,-37,-1.1,-2.2,1,8,102
CCN(CC)C(=O)CSc1nc2c(sc(=S)n2-c2ccccc2)c(=O)n1-c1ccc(OC)cc1OC,-12,-2,-38,-27,-1.6,-2.3,26,1,104
Cc1nnc(SCc2ccccc2)n(N)c1=O,-11,18,-4,5,-0.9,0.0,6,-1,93
C=CCN1CC(C(=O)N2CCC(Cc3ccc(Cl)cc3)(C(=O)OCC)CC2)CC1=O (stereo not drawn),4,12,-45,-5,-0.8,-1.7,4,-5,93
O=C(Cn1c(=O)n(CCc2c[nH]c3ccccc23)c(=O)c2cccnc21)Nc1ccccc1F,-13,2,-14,26,-2.5,-0.9,1,-3,102
O=C(Nc1ccccc1)Nc1cc(Cl)cc(Cl)c1,3,-14,12,5,-2.6,0.3,-5,10,120
O=C(CSc1ncn[nH]1)Nc1nc(-c2cccc([N+](=O)[O-])c2)cs1,3,-12,5,5,-4.6,-3.6,42*,-16,96
COc1ccccc1C(=O)NC(C)C(c1cccs1)N1CCOCC1 (stereo not drawn),-1,7,-27,-9,-1.8,-0.3,-14,-2,100
COCc1cc(C)nc(SCC(=O)NCc2ccco2)c1C#N,3,3,-3,11,-3.6,-3.1,8,-5,90
Cc1cc(C)cc(-n2nnnc2SCC(=O)Nc2cccc(NC(=O)c3ccco3)c2)c1,1,14,-7,-14,0.4,0.1,1,3,100
COc1cc(/C=N/NC(=S)Nc2cccc(C(=O)O)c2)ccc1O,4,13,-4,-2,-4.5,2.5,20,2,111
Cn1c(=O)c2c(nc(N/N=C3\CCCc4ccccc43)n2Cc2ccc(F)cc2)n(C)c1=O,24,8,-19,26,-2.1,-2.2,5,1,96
O=S(=O)(c1ccc2[nH]c3c(c2c1)CCCC3)N1CCCCC1,-10,-1,-19,-3,-1.0,0.7,-1,-1,101
CCn1c(COc2cccc(OC)c2)nnc1SCC(=O)NCC1CCCO1 (stereo not drawn),13,-8,-28,32,0.4,0.4,0,-5,100
NC(=O)CC(NC(=O)OCc1ccccc1)C(=O)O (stereo not drawn),-5,18,3,5,-2.2,1.6,-4,4,98
O=C(OCC#CCSc1nc2ccccc2o1)c1ccco1,-6,-1,-17,1,-5.3,-6.7,-3,6,107
CCC1C=C(c2ccccc2)C=CN=C1N(CC)CC (stereo not drawn),9,15,13,28,-4.5,-2.0,5,-2,102
CCNC(=S)N1CCN=C1Nc1nc(C)cc(C)n1,3,6,-3,-5,-0.5,0.3,0,4,106

# 4 records drawn at random from those above:
SMILES,HCV NS3 hel inh,SUMO HTRF inh,FID counter,NALP1 inh,IMP-1 inhibitor,VIM-2 inh,PfM18AAP inh,MEKK2mut PB1 HTS,MEKK2 WT-MEK5
O=S(=O)(c1ccc2[nH]c3c(c2c1)CCCC3)N1CCCCC1,-10,-1,-19,-3,-1.0,0.7,-1,-1,101
NC(=O)CC(NC(=O)OCc1ccccc1)C(=O)O (stereo not drawn),-5,18,3,5,-2.2,1.6,-4,4,98
O=C(Cn1c(=O)n(CCc2c[nH]c3ccccc23)c(=O)c2cccnc21)Nc1ccccc1F,-13,2,-14,26,-2.5,-0.9,1,-3,102
C=C1CC2C=C(NC(C)=O)CC(C1)C2 (stereo not drawn),7,5,3,-37,-1.1,-2.2,1,8,102

# Returning to the listing, repeating the 3 entries before the break.
SMILES,HCV NS3 hel inh,SUMO HTRF inh,FID counter,NALP1 inh,IMP-1 inhibitor,VIM-2 inh,PfM18AAP inh,MEKK2mut PB1 HTS,MEKK2 WT-MEK5
O=C(OCC#CCSc1nc2ccccc2o1)c1ccco1,-6,-1,-17,1,-5.3,-6.7,-3,6,107
CCC1C=C(c2ccccc2)C=CN=C1N(CC)CC (stereo not drawn),9,15,13,28,-4.5,-2.0,5,-2,102
CCNC(=S)N1CCN=C1Nc1nc(C)cc(C)n1,3,6,-3,-5,-0.5,0.3,0,4,106
N#Cc1c(-c2cccs2)cc(-c2cccnc2)nc1N,0,3,-10,-4,2.5,4.1,4,12,105
CN(C(=S)Nc1ccccc1)c1ccccc1,-14,-1,1,24,-0.3,0.9,-2,-2,98
CC1(c2ccc(NC(=O)c3ccccc3F)cc2)CC1(Cl)Cl (stereo not drawn),3,-8,-15,-1,-2.5,-1.6,5,2,109
COc1ccccc1CCc1nnc(CCC(=O)NC(C)Cc2cccc(C)n2)o1 (stereo not drawn),5,14,-29,-13,-1.9,-0.6,-2,2,104
Cc1cccc(C)c1NC(=O)CS(=O)CC(=O)N1CCN(c2ccccc2)CC1 (stereo not drawn),4,2,-16,6,-3.3,-3.2,3,1,100
Cc1ccc(-n2ncc(C#N)c2/N=C/N2CCOCC2)cc1,-7,3,-12,6,-8.3,-4.7,-2,11,110
COc1c(C)cc(C(=O)C2CCCN(C(=O)c3ccc4cc[nH]c4c3)C2)cc1C (stereo not drawn),-7,-3,-26,10,-2.6,-1.4,-4,-4,96
CN(C)/C=C1\C(=O)N(c2ccc(Cl)cc2)CS1(=O)=O,7,-2,-4,12,-2.1,-2.2,1,4,101
CC(/C=N/NC(=O)CSc1ccccn1)=C\c1ccc(C(C)C)cc1,2,13,-13,46,-1.9,-0.3,-4,-2,101
O=c1c2cc(Br)ccc2nc(-c2ccccc2)n1O,18,6,-9,-19,-3.0,-3.0,4,5,105
Cc1cc(C)c(S(C)(=O)=O)c(Oc2ccccc2C)n1,1,9,-5,-15,-2.3,-2.0,-10,-1,100
CCNC(=S)N1CCN(S(=O)(=O)c2ccc(C)c(C)c2)CC1,9,4,-15,-3,-0.7,-2.6,1,-8,92
O=C(CSc1nc(Nc2ccccc2)nc(N2CCOCC2)n1)Nc1ccc([N+](=O)[O-])cc1,6,-8,-2,15,-4.8,-3.7,-10,17,124
O=C(O)CN1C(=O)Nc2ccc(Br)cc2C1c1ccccc1 (stereo not drawn),-13,-10,-17,11,-3.0,-1.4,8,2,97
COc1cccc(NC(=O)COC(=O)c2c(-c3ccccc3)noc2C)c1,-4,-18,-14,5,-2.5,-1.8,7,6,110
CSC1=N/C(=C\C=C\c2cccs2)C(=O)S1,25,-5,-5,15,12*,1.0,3,-2,93
COc1ccc(Cl)cc1S(=O)(=O)N1CCC(C(=O)NCc2ccco2)CC1,2,0,-28,2,-3.2,-1.9,4,2,97
Nc1nonc1-c1noc(-c2ccccc2Br)n1,-1,16,2,·,-0.6,-1.2,3,-2,102
Cc1ccc(NC(=O)NCc2ccccn2)c(C)c1,6,-26,-5,-4,-2.6,-4.3,1,1,103
COc1ccc2cc(C(=O)C3CCCN(C(=O)c4sc(C)nc4C)C3)ccc2c1 (stereo not drawn),-9,34,-47,12,-2.0,0.4,-10,3,107
Cn1cnc(S(=O)(=O)NCc2ccc(Br)cc2)c1,5,17,-5,10,-4.7,0.1,-1,6,106
CC(=O)Oc1ccc2oc(C)c(C(=O)N3CCOCC3)c2c1,5,4,-4,15,-3.2,-2.4,2,7,107
CC12CCC(C(=O)N(CC3CO3)C1=O)C2(C)C (stereo not drawn),9,-6,4,-13,-0.7,-1.5,2,-14,82
O=C(Nc1ccccc1OC(F)(F)F)c1ccc([N+](=O)[O-])cc1,10,12,2,-14,-1.2,-5.8,3,-8,93
COc1ccccc1NC(=O)CN(C)S(=O)(=O)c1cccc2cccnc12,-6,35,-25,14,-1.1,-0.6,-11,2,98

# Remaining list, next part:
SMILES,HCV NS3 hel inh,SUMO HTRF inh,FID counter,NALP1 inh,IMP-1 inhibitor,VIM-2 inh,PfM18AAP inh,MEKK2mut PB1 HTS,MEKK2 WT-MEK5
CCCN(Cc1cc2ccc(C)cc2[nH]c1=O)C(=O)c1ccccn1,7,14,-14,1,-5.3,-2.7,-9,1,95
Cc1cccc2sc(NC(=O)C3CCN(S(=O)(=O)c4cc([N+](=O)[O-])ccc4Cl)CC3)nc12,0,24,4,14,-2.9,-0.9,-3,2,118
Cc1ccc(C(=O)NCc2ccncc2)cc1S(=O)(=O)N1CCOCC1,-10,-13,-6,13,-2.1,-3.4,0,-1,98
COc1cc(C(=O)N/N=C(\C)c2ccccn2)cc(OC)c1OC,23,22,-21,-1,-4.0,-5.4,-10,-3,95
COc1ccc2c(c1)O/C(=C\c1ccco1)C2=O,44*,15,-8,·,3.7,1.3,4,-8,91
Cc1cc(C)cc(C(=O)NCCCc2ccccc2)c1,-11,19,-20,26,-3.8,-2.2,3,4,106
O=C(COc1ccc(/C=N/NC(=O)c2ccccc2Br)cc1)Nc1ccccc1,-4,3,-20,-6,-2.1,-3.6,1,9,109
N/C(Cc1ccc(Cl)cc1)=N\OC(=O)c1ccccc1,3,5,-3,-2,3.5,2.1,-14,0,97
COC(=O)c1cnn(-c2ccc(F)cc2F)c1/C=N/NC(=S)NC(C)(C)C,5,6,-28,14,-3.0,-2.4,0,-14,98
CC(C)CCN1C(=O)c2ccc(C(=O)Nc3ccccn3)cc2C1=O,5,18,-6,12,-2.3,-2.3,-6,10,110
CN(C(=O)COC(=O)c1cncc(Br)c1)C1CCS(=O)(=O)C1 (stereo not drawn),-3,-3,-4,10,-1.1,-0.4,0,-3,95
Cc1ccc(NC(=O)CSc2nc3c(c(=O)[nH]2)CCC3)cc1C,23,-18,-11,2,-5.2,0.8,-8,-6,94
CCCn1c(SCC(=O)Nc2cccc(C)n2)nnc1-c1ccco1,-1,-25,-22,-12,-3.3,-4.1,-11,·,·
COc1ccc(S(=O)(=O)n2cnc3ccccc32)c(C)c1,-9,7,-21,2,-2.1,-1.5,7,5,108
COc1ccc2nc(NC3=NCCC3)sc2c1,-1,1,-3,6,-2.9,-4.2,-2,1,97
CC(C)(C)NC(=O)COC(=O)c1c2c(nc3ccccc13)CCC2,11,5,-21,4,0.3,1.5,-10,1,102
COc1ccc(C(c2nnnn2C2CCCC2)N2CCN(C3CCCC3)CC2)cc1OC (stereo not drawn),-26,12,17,38,-4.4,-4.5,-9,6,110
Cc1c(C(=O)Nc2ccc(S(=O)(=O)Nc3ncccn3)cc2)oc2ccc(F)cc12,9,8,-18,22,-0.9,-0.8,-6,-7,92
COc1cccc(OC)c1C(=O)Nn1c(-c2cccs2)nc2ccccc2c1=O,2,9,-9,-6,-2.7,-2.7,-2,-2,98
